# Screening data from PubChem BioAssay.
# TNAP activation fold – stimulation of alkaline phosphatase TNAP activity – biochemical, luminescent, no phosphate acceptor, uHTS, primary screen (AID 1001); one-dose activation fold at 20 µM; EC50 in µM for titrated hits; purified TNAP, luminescent activation assay, no phosphate acceptor; higher activation fold means a stronger effect; 0.03% of 200,000 active; in the data active = activation fold from about 3, or a potency from the dose series; inactive = the rest, 99 in 100 with activation fold below about 1.6; also: many of its hits are not listed in these tables
# ER stress rescue – protection against thapsigargin-triggered cell killing – 384-well, CSM14.1, ATP luminescence, primary screen (AID 1222); 190,000 tested, under 10 active; CSM14.1 thapsigargin-induced death rescue, ATP luminescence; higher % means a stronger effect; cellular ATP content (survival), % at 20 µM, or EC50 in µM where a hit was titrated;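 active = EC50 below 50 µM in the dose-response confirmation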;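 also: death triggered by thapsigargin at about 15 µM added after 2 h compound pretreatment; cell ATP read after overnight thapsigargin exposure of roughly 18 to 22 hours; normalized against plate controls of thapsigargin alone and 5% DMSO vehicle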
# KOR beta-arrestin-1 – kappa opioid receptor activators – cell-based, luminescence, uHTS, primary screen (AID 1777); one-dose activation, % at 10 µM; EC50 in µM for titrated hits; KOR beta-arrestin recruitment, luminescence; higher % means a stronger effect; 0.02% of 280,000 active; in the data active = activation above about 50%, passing the limit was not always enough; also: a part of the inactive calls stands beside numbers as strong as those of hits
# GPR55 activation – GPR55 agonists via beta-arrestin recruitment, primary screen, imaging, U2OS cells, beta-arrestin-GFP redistribution (AID 1961) | U2OS GPR55 beta-arrestin-GFP redistribution imaging; higher % means a stronger effect | activation, % at 10 µM, or EC50 in µM where a hit was titrated | 0.048% of 290,000 active;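 active = activation above 40% with more than 50 cells counted in the well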;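 also: U2OS osteosarcoma cells stably expressing GPR55 and beta-arrestin-GFP; plate controls were DMSO negative control for no effect and LPI positive control for full effect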
# KOR beta-arrestin-2 – KOR antagonists, beta-arrestin recruitment, cell-based, luminescence, uHTS (AID 1778) | KOR beta-arrestin recruitment, luminescence, antagonist mode; higher % means a stronger effect | inhibition, % at 10 µM; hits with a dose series show IC50 in µM | 0.091% of 290,000 active; also: strong numbers were not always called active
# NOD2 inhibition – inhibition of NOD2-driven NF-kB reporter – cell-based, luminescence, uHTS, HEK293 (AID 1566) | HEK293 NOD2/NF-kB luciferase reporter, luminescence; higher % means a stronger effect | inhibition, % at 4 µM; hits with a dose series show EC50 in µM | 0.63% of 290,000 active; also: many of its hits are not listed in these tables
# Yfh1-depleted yeast – enhancers of respiration in Yfh1-depleted yeast, dose response, Friedreich's ataxia, plus single-dose screen (AID 1465); 0.074% of 220,000 active; fold induction at 50 µM, or EC50 in µM where a hit was titrated; S. cerevisiae Yfh1-off respiration, WST-1 reduction, 72 h; higher fold induction means a stronger effect;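 active = fold induction of absorbance versus untreated yeast above a set limit, then at least 30% activation at any dose in follow-up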;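 also: activators that raise dye reduction in frataxin-depleted yeast; strong numbers were not always called active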
# NTR1 agonist – NTR1-driven beta-arrestin-GFP spot formation – imaging, U2OS cells, high content, primary screen (AID 493036). P30989. agonist mode. activation, % at 20 µM. 0.17% of 330,000 active;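 active = activation at or above 40% of the spot to cytoplasm intensity ratio, with at least 20 cells analyzed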;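 also: 0% = DMSO without peptide and 100% = 100 nM NTR1 peptide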
# Target sequence (P30989 whole entry, looked up): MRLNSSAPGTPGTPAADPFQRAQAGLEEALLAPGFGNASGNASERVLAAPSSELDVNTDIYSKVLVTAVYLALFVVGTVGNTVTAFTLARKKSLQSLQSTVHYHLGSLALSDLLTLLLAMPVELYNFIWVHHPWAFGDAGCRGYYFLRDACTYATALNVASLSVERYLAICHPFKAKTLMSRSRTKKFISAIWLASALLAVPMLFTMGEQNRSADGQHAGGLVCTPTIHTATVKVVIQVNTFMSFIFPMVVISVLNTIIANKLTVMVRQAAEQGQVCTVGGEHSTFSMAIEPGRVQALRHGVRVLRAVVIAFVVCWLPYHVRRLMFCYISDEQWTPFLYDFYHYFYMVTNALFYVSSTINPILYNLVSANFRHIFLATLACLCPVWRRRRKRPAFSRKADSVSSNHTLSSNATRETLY
# NOD1 inhibition – NOD1 signaling inhibitors, primary screen, cell-based, luminescence, uHTS (AID 1578); one-dose inhibition, % at 4 µM; EC50 in µM for titrated hits; 1% of 290,000 active; NOD1-driven NF-kB luciferase reporter cells, luminescence; higher % means a stronger effect; in the data active = inhibition mostly above about 36%, no sharp cut-off; inactive = mostly below about 34%;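 also: HEK-293T reporter cells stimulated with the NOD1 agonist gamma-tri-DAP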
# NTR1 agonist cell count 20 µM – second read-out of NTR1 agonist, no call of its own (marks repeat the call); cell count; measured here: cell count, cytotoxicity flag
# Active calls of the source: *; i = inactive; / = not tested or not shown; [ ] = dose if it differs, or a comment. Rule as the data show it, unless noted: active = inhibition above about 50%; inactive = the rest. Not all compounds are listed, so the mix of outcomes need not match the whole.
no.	Molecule	TNAP activation fold	ER stress rescue	KOR beta-arrestin-1	GPR55 activation	KOR beta-arrestin-2	NOD2 inhibition	Yfh1-depleted yeast	NTR1 agonist	NTR1 agonist cell count 20 µM	NOD1 inhibition
1	COc1ccc(-c2nnc(SCC(=O)c3[nH]c(C)c(C(C)=O)c3C)o2)cc1	1	7.2%	-0.7%	-0.1%	2%	27%	i	-0.4	80	-5%
2	CCc1ccc(/C=N/NC(=O)c2nnn(-c3nonc3N)c2CN2CCc3ccccc32)cc1	/	/	2.9%	0.5%	41%	-4%	/	1.6	43	-15%
3	Cc1ccc(Nc2ccc([N+](=O)[O-])nc2[N+](=O)[O-])cc1	1	-2.8%	-3.9%	-0.3%	-4%	13%	i	-1.1	44	-23%
4	CCCCCCCCc1nnc(NC(=O)c2ccco2)s1	1	-0.5%	-2.3%	0.2%	0%	-12%	i	1.7	49	6%
5	Cc1ccc2nc(-c3ccccc3)c(CN3CCN(c4ccccc4F)CC3)n2c1	1.1	/	0.6%	-0.3%	-14%	-3%	i	1.7	65	-23%
6	Cc1nn(CC#N)c(=O)n1-c1ccccc1F	1.2	-0.6%	-5.6%	-0.1%	32%	11%	i	-0.5	59	-7%
7	CCc1ccc(OCC(=O)Nc2ccc(CN3CCCCC3)cc2)cc1	1	-2.0%	0.1%	0.6%	7%	8%	i	-1.2	89	-18%
8	CCc1ccc(C(=O)N2CCN(c3ccc(F)cc3)CC2)s1	1.1	/	-1.2%	-0.2%	20%	1%	i	-0.8	65	-29%
9	O=C(CN(CC1CCCO1)C(=O)CNS(=O)(=O)c1ccccc1)NCc1ccc(F)cc1 (stereo not drawn)	/	/	1.7%	0.0%	-30%	-12%	/	4.2	48	-28%
10	CC(O)c1nc2ccccc2n1C1CCCCC1 (stereo not drawn)	1.1	-2.4%	-2.2%	0.3%	27%	13%	i	-1.0	35	-14%
11	CC(=O)N1CCN(c2ccc(Oc3ccc([N+](=O)[O-])c(C(F)(F)F)c3)cc2)CC1	/	/	-2.8%	-0.2%	14%	43%	/	1.5	62	48%
12	COc1ccccc1N(C)S(=O)(=O)c1ccc(C(=O)NCC(C)C)cc1	1.1	7.1%	-1.0%	0.0%	-1%	-2%	i	2.4	78	4%
13	Cc1cc(N2CCN(S(=O)(=O)Cc3ccccc3)CC2)n2ncnc2n1	0.9	0.6%	-1.4%	1.3%	-9%	0%	i	1.7	63	-4%
14	CCCCN(CCCC)c1cn[nH]c(=O)c1Cl	1.1	-1.1%	0.9%	-0.1%	20%	10%	i	1.2	71	-27%
15	COC(CNC(=O)c1ccc2c(c1)nc(C)n2-c1cccc(F)c1)OC	1.2	-1.1%	6.8%	0.3%	-10%	14%	i	-1.2	47	-1%
16	Cc1nc2c(ccc3nc(NC(=O)c4ccc(S(=O)(=O)N(C)C)cc4)sc32)s1	1.1	2.6%	0.9%	-0.3%	-35%	-6%	i	1.0	72	/
17	CCCCCNC(=O)C(C)Sc1ccc(Cl)cc1 (stereo not drawn)	1.1	-0.8%	2.5%	-0.1%	-17%	0%	i	-0.6	53	-7%
18	O=[N+]([O-])c1ccc(SCc2c(F)cccc2Cl)nc1	/	/	-3.9%	0.0%	15%	2%	i	0.8	44	-9%
19	Cc1nc(NC2=NCN(CCCN3CCOCC3)CN2)nc2c(C)cccc12	1	/	1.8%	-0.1%	-25%	-13%	/	1.0	70	-22%
20	Cc1cc(C(=O)O)ccc1NCc1cccnc1	/	/	-1.1%	-0.2%	2%	1%	/	1.6	61	-40%
21	COc1ccccc1NC(=O)c1nc[nH]c1C(=O)Nc1ccccc1OC	1.1	3.5%	7.0%	-0.1%	0%	8%	i	-2.4	95	22%
22	COc1cccc(OC)c1C(=O)Nc1cccc(-c2ccc3nncn3n2)c1	1	-1.4%	-4.2%	-0.6%	5%	15%	i	-0.5	49	-6%
23	Cc1cccc(N2CCN(C(=O)c3ccc(N4CCCC4=O)cc3)CC2C)c1 (stereo not drawn)	1	0.3%	16%	0.2%	-4%	14%	i	-1.2	49	15%
24	COCCCNCCCCOc1ccc(Br)cc1Cl	1	-3.6%	1.1%	0.0%	/	-17%	i	-0.4	33	-26%
25	NC(=O)CC(NC(=O)c1ccccc1)c1ccc(NCc2ccc(F)cc2)c([N+](=O)[O-])c1 (stereo not drawn)	/	/	-4.3%	-0.1%	43%	12%	i	3.8	72	6%
26	O=C(NCc1ccccc1)C1=C[C@H](c2coc3ccccc3c2=O)C[C@H](OCc2ccc(CO)cc2)O1	1	3.9%	4.9%	-0.2%	-4%	6%	i	0.2	51	-9%
27	COc1cccc(CNc2ccc(S(N)(=O)=O)cc2)c1OC	1.1	-0.2%	0.8%	-0.1%	49%	-7%	i	-0.6	65	-17%
28	CCCCn1c(=O)c(CCC(=O)OCC(=O)NCc2ccc(OC)c(OC)c2)nc2ccccc21	1	-1.7%	-0.6%	0.2%	-23%	-7%	i	1.5	45	-32%
29	Cc1ccccc1CSc1nnc(C)n1N	1	1.9%	-2.1%	0.0%	18%	5%	i	0.9	86	-14%
30	NS(=O)(=O)c1ccc(CNC(=O)CC23CC4CC(CC(C4)C2)C3)cc1	1.1	-1.9%	5.7%	-0.1%	18%	7%	/	-1.1	31	-6%

# Record cards, from the list above. Order of screens: TNAP activation fold | ER stress rescue | KOR beta-arrestin-1 | GPR55 activation | KOR beta-arrestin-2 | NOD2 inhibition | Yfh1-depleted yeast | NTR1 agonist | NTR1 agonist cell count 20 µM | NOD1 inhibition
# `Cc1nc(NC2=NCN(CCCN3CCOCC3)CN2)nc2c(C)cccc12` is entered as 1 | / | 1.8% | -0.1% | -25% | -13% | / | 1.0 | 70 | -22%
# `CC(=O)N1CCN(c2ccc(Oc3ccc([N+](=O)[O-])c(C(F)(F)F)c3)cc2)CC1` is entered as / | / | -2.8% | -0.2% | 14% | 43% | / | 1.5 | 62 | 48%

# (more compounds)
no.	Molecule	TNAP activation fold	ER stress rescue	KOR beta-arrestin-1	GPR55 activation	KOR beta-arrestin-2	NOD2 inhibition	Yfh1-depleted yeast	NTR1 agonist	NTR1 agonist cell count 20 µM	NOD1 inhibition
31	CCOc1cc(/C=C/c2nc3ccccc3c(=O)[nH]2)cc(Br)c1OC	/	/	-1.0%	-0.1%	-37%	-60%	/	0.7	63	-3%
32	Cc1ccc(S(=O)(=O)NCC(=O)OCC(=O)N(Cc2ccccc2)C(C)(C)C)cc1	1.1	5.2%	6.6%	0.9%	3%	7%	i	-0.3	60	-25%
33	O=C(NCCCC(NC(=O)OCc1ccccc1)C(=O)O)OCc1ccccc1 (stereo not drawn)	/	/	-2.2%	-0.1%	-4%	7%	/	-0.5	52	-32%
34	CCCCN(C)CCN1C(=O)C2C(C(=O)Nc3cccc(OC)c3)C3C=CC2(O3)C1C(=O)NC1CCCCC1C (stereo not drawn)	/	/	2.4%	0.2%	-21%	-6%	/	0.3	35	-20%
35	CCOC(=O)c1oc2ccc(S(=O)(=O)n3nc(-c4ccc(C)cc4)cc3N)cc2c1C	1.1	-1.9%	-1.0%	-0.1%	27%	5%	i	0.9	89	10%
36	O=C(N/N=C/c1ccc([N+](=O)[O-])cc1)c1cnccn1	/	/	1.6%	-0.2%	12%	-23%	i	1.6	58	-9%
37	COc1cc(CN2CCCCCC2)cc(Br)c1O	/	/	-3.0%	0.8%	4%[20 µM]	-10%	/	1.3	55	-29%
38	CC(=O)Nc1ccc2c(c1)nc(CCNC(=O)c1ccccc1)n2C	1.1	-1.8%	7.4%	-0.3%	-7%	8%	i	-0.1	86	-12%
39	Cn1c(=O)c2c(nc(CN3CCN(C(=O)c4ccco4)CC3)n2Cc2ccc(Cl)cc2)n(C)c1=O	1.2	-0.1%	-1.4%	-0.1%	-7%	18%	i	0.0	79	-17%
40	CC(=O)c1c(C)[nH]c(C(=O)N2CCN(c3ncccn3)CC2)c1C	1.1	-0.4%	0.1%	-0.1%	-6%	5%	i	0.7	55	2%
41	C/C(=N\NC(=O)c1ccc(OC2CCCC2)cc1)c1ccc(C)s1	1.1	1.5%	2.2%	-0.1%	-20%	3%	i	-2.4	96	-12%
42	N=C1C(c2nc(-c3ccc(Cl)cc3)cs2)=C(O)CN1NC(=O)c1ccc(O)cc1	/	/	-1.2%	-0.1%	24%	-14%	i	2.3	68	-4%
43	O=C(O)C1C2C=CC3(CN(C/C=C/c4ccccc4)C(=O)C13)O2 (stereo not drawn)	1.1	-1.8%	8.0%	-0.1%	-26%	9%	i	7.1	81	-27%
44	N#C/C=C/N1CCC(Cc2ccccc2)CC1	/	/	-4.8%	0.4%	-12%	8%	/	1.9	51	-8%
45	CCOc1ccc(N(CC(=O)NCc2ccco2)C(=O)CCC(=O)Nc2nccs2)cc1	/	/	-1.6%	-0.2%	-32%	8%	/	-0.9	50	-1%
46	CCN1C(=O)C2(Nc3ccccc3-c3nc4ccccc4n32)c2cc(OC)ccc21 (stereo not drawn)	1	-0.7%	/	0.0%	/	0%	/	2.6	74	-10%
47	O=C(Nc1ccc(Cl)cc1N1CCOCC1)C1CCCCC1	/	/	5.1%	-0.1%	-24%	4%	/	-0.2	47	-11%
48	CCC1CCC(C(=O)NC(C(=O)NCCCN2CCCCC2C)C(C)C)CC1 (stereo not drawn)	1.1	-0.3%	4.7%	0.1%	4%	-3%	i	0.8	55	-37%
49	COc1cccc(-c2ccc(SCC(=O)NC3CCCC3)nn2)c1	/	/	-0.3%	-0.1%	18%	6%	/	-0.7	49	-6%
50	CC(C)NS(=O)(=O)c1ccc(CCC(=O)NCc2ccc3c(c2)OCO3)cc1	1.1	1.4%	1.1%	-0.4%	8%	14%	i	0.1	53	-15%
51	CC1=NN(C(=O)CSCc2ccccc2)C(O)(c2ccccc2)C1 (stereo not drawn)	1.6	-0.8%	-3.0%	0.1%	-12%	-12%	i	-0.9	40	-18%
52	Cc1cc(C)nc(NC(=O)c2cnc3sccn3c2=O)n1	1.1	/	-1.3%	-0.2%	6%	5%	i	0.8	52	1%
53	Cc1nn(-c2ccc(F)cc2)c2sc(C(=O)OC3CCOC3=O)cc12 (stereo not drawn)	1.1	-1.8%	-2.0%	-0.1%	7%	-2%	i	-4.1	82	-38%
54	Clc1ccc(Nc2nc(NCCN3CCOCC3)nc(N3CCOCC3)n2)cc1	1.1	-2.5%	-1.6%	0.3%	11%	12%	i	-0.7	59	-12%
55	CN(C(=O)CSc1nnc(-c2cccc(F)c2)n1N)C1CCS(=O)(=O)C1 (stereo not drawn)	1.1	-5.9%	6.0%	-0.6%	-14%	2%	i	1.2	60	-10%
56	N#CC(=C=[N-])C1=C(C#N)C(c2ccccc2F)C([n+]2ccccc2)C(O)(C2CC2)N1 (stereo not drawn)	1	-1.7%	-3.3%	-0.1%	6%	3%	i	-1.1	72	-14%
57	CCOc1ccc(N(C(=O)c2ccc(S(=O)(=O)N3CCCC3)cc2)C2C=CS(=O)(=O)C2)cc1 (stereo not drawn)	/	/	6.7%	-0.1%	-16%	0%	/	-0.8	53	-22%
58	CCn1nnc(NC(=S)NC(=O)c2ccc(-c3cccc(Cl)c3)o2)n1	/	/	-1.0%	-0.3%	6%	24%	i	4.4	56	5%
